Bioassay records: PubChem BioAssay, National Center for Advancing Translational Sciences (NCATS)
TRb-SRC2 inh – TRbeta-SRC2 interaction inhibition. Potency, µM (series often up to 106 µM), for inactives: top-dose activity change, negative = inhibition, actives largely listed as inhibitors. hit rate 0.065% among 280,000. P10828. TRbeta-SRC2 peptide binding, fluorescence polarization; receptor liganded with 1 µM T3;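 also: potency is read from the fitted curve at half-maximal effect; plate controls were bound peptide for no effect and peptide without receptor for full effect; nearly all actives have a fitted effect of over 50% in size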
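Polarization signal, normalized between peptide-alone and full complex controls, measured compound effects on T3-liganded human TRb LBD (0.6 uM) binding 20 nM Texas Red SRC2 peptide after 5 hr.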
NPSR antagonist – blocks cAMP signaling of the human neuropeptide S receptor. Q6W5P4. CHO-NPSR cells, cAMP TR-FRET, antagonist mode. Potency, µM (highest dose often 38.3 µM), for inactives: at the top dose activity change, negative = inhibition, actives largely listed as inhibitors. hit rate 1% among 220,000; also: potency is read from the fitted curve at half-maximal effect; % is scaled to controls: 0 for no effect and ±100 for the full control effect; nearly all actives have a fitted effect of over 50% in size; many of its hits are not listed in these tables
Tau FP inhib – tau fibrillization inhibition (FP). P10636. K18 P301L tau heparin fibrillization, Alexa594 FP, 6 h. Potency, µM (doses to about 57.7 µM), without a hit: at the highest dose activity, negative = inhibition, usual class: inhibitors. hit rate 0.39% among 280,000; also: potency is read from the fitted curve at half-maximal effect; % is scaled to controls: 0 for no effect and ±100 for the full control effect; nearly all actives have a fitted effect of over 55% in size
Target sequence (P10636 561-689 P618L limits assumed): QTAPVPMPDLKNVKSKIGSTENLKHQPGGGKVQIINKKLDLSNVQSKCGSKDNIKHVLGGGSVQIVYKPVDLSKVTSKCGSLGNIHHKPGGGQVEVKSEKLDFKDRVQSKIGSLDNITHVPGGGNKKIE
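Compound effects on tau fibrillization are measured by Alexa 594 fluorescence polarization (ex 555, em 632 nm). K18 P301L tau is used at 15 uM with 0.24 uM labeled tracer, and 20 uM heparin induces aggregation over 6 hr at 37 C.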
Tau fluor cs – counter-screen for tau fibril formation inhibitors; hit rate 0.93% among 280,000; tau K18 P301L Alexa594 fluorescence, heparin fibrillization; Potency, µM (highest dose often 57.7 µM), for inactives: at the highest dose activity change, negative = decrease; AID 1463; also: potency is read from the fitted curve at half-maximal effect; % is scaled to controls: 0 for no effect and ±100 for the full control effect; nearly all actives have a fitted effect of over 55% in size
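Human tau K18 P301L (15 uM unlabeled, 0.24 uM Alexa 594-labeled) in 100 mM sodium acetate pH 7 with 20 uM heparin, 6 hr at 37 C. ThT 30 uM added, 1 hr ambient; Alexa 594 FP and total fluorescence read at 555/632 nm.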
CBFb-RUNX1 inh – inhibitors of human CBF-beta and RUNX1 interaction; Q01196+Q13951; AlphaScreen CBFb-His/RUNX1-biotin binding, biochemical; Potency, µM (highest dose often 59.8 µM), for inactives: top-dose activity, negative = inhibition, actives largely listed as inhibitors; 230,000 tested, under 10 active; AID 1477; also: % of control where 0% means no effect
Target sequence (Q01196 whole entry, looked up): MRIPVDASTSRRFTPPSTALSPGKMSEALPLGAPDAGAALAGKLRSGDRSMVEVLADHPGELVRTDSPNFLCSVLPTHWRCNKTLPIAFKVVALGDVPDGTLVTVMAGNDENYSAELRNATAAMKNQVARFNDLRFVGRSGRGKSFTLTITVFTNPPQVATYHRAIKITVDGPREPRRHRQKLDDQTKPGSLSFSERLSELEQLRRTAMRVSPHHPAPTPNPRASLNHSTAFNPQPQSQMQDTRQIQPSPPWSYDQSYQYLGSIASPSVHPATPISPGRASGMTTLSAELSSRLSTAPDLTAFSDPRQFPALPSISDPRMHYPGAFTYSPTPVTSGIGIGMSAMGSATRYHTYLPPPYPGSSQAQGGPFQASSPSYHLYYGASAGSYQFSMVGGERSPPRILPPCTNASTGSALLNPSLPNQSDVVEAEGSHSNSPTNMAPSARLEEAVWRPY
Target sequence (Q13951 whole entry, looked up): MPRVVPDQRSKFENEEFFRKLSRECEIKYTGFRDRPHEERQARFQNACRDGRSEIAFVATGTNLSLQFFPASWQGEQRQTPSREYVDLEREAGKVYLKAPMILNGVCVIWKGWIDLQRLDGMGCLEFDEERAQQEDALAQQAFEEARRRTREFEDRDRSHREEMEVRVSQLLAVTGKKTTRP
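Proteins preincubated together for 20 min at RT before compound addition; 15 min later, nickel and streptavidin beads were added and left 90 min prior to AlphaScreen measurement.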
Epigenetic derep – epigenetic control regulation, reporter derepression. murine LDR cells, GFP reporter derepression, 30 h. hit rate 0.2% among 280,000. AID 1865. Potency, µM (series often up to 53.9 µM), for the others: top-dose GFP activation, most hits filed as activators; also: potency is read from the fitted curve at half-maximal effect; % of control where 0% means no effect; nearly all actives have a fitted effect of over 60% in size
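Reporter derepression read as number of fluorescent GFP-positive objects, 20-120 um in size, counted by laser-scanning cytometer. Mouse LDR line with an epigenetically silenced CMV-GFP locus; compound incubation 30 h, 37 C.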
GLA spleen mod – inhibitors or activators of human alpha-galactosidase in spleen homogenate; AID 2107; human spleen homogenate, 4MU-alpha-Gal fluorescence, 40 min; P06280; hit rate 0.008% among 240,000; Potency, µM (series often up to 80 µM), inactives show at the top dose activity change, negative = inhibition, usual class: inhibitors;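 also: potency is read from the fitted curve at half-maximal effect; 0% = enzyme with vehicle and -100% = no enzyme basal signal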
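Fluorogenic readout (Ex 365/Em 440 nm) of 4-methylumbelliferone released from 1 mM 4-MU-alpha-galactoside by spleen homogenate, 40 min at 37C, pH 5.0. Data normalized to no-enzyme and enzyme controls; Hill-equation AC50 from compound titrations.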
TexasRed fluor – Texas Red fluorescence interference in TRb-SRC2 counter-screen. TRb/SRC2 Texas Red total fluorescence interference. Potency, µM (doses to about 106 µM), for the others: top-dose fluorescence change, negative = quenching. hit rate 0.29% among 280,000. AID 1479; active = well fitted curve in either direction with a large enough effect; inconclusive = small, poorly fitted or top-dose-only effect; also: potency is read from the fitted curve at half-maximal effect; % is scaled to controls: 0 for no effect and ±100 for the full control effect
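Human TRβ ligand-binding domain (0.6 uM) and Texas Red SRC2 peptide (20 nM) in Tris buffer with 1 uM T3 and 5% DMSO were incubated with pinned compound for 5 hr at ambient temperature. Total fluorescence was computed as S + 2P (555/632 nm).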
* = called active by the depositor; [ ] = dose if it differs, or a comment. Unless noted, calls follow the shape of the dose curve; as a rule, active = well fitted curve in the direction sought with a large enough effect; inconclusive = small, poorly fitted or top-dose-only effect, or another doubt; inactive = no such curve, though single readings can be large; an effect the other way counts as inactive or inconclusive. The list is partial (hit frequency here may not be typical).

How did CN(Cc1ccccc1)c1nc(-c2ccc(F)cc2)cc(C(F)(F)F)n1 do in these assays?
TRb-SRC2 inh: -1.4%; Tau FP inhib: inconclusive; Tau fluor cs: -18.3%; Epigenetic derep: -2.2%; TexasRed fluor: -0.9%

How did O=C(c1ccccc1)n1nnc2ccccc21 do in these assays?
TRb-SRC2 inh: -17.1%; NPSR antagonist: -6.2%[46.1 µM]; Tau FP inhib: 3.2%; Tau fluor cs: 4.7%; CBFb-RUNX1 inh: -1.0%; Epigenetic derep: 0.9%; GLA spleen mod: 21.8%; TexasRed fluor: 0.4%

How did O=C1CCCC/C1=C\Nc1ccccc1C(=O)O do in these assays?
TRb-SRC2 inh: 0.6%; NPSR antagonist: 0.5%[46.1 µM]; Tau FP inhib: -6.0%; Tau fluor cs: -5.7%; CBFb-RUNX1 inh: 3.6%; Epigenetic derep: -1.7%; GLA spleen mod: 4.7%; TexasRed fluor: 2.9%

Results for CCCCn1nc2cc(C(=O)NCc3ccccc3)ccc2c1OCC ?
TRb-SRC2 inh: -3.2%; NPSR antagonist: -15.0%[46.1 µM]; Tau FP inhib: -1.0%; Tau fluor cs: -1.8%; CBFb-RUNX1 inh: 0.8%; Epigenetic derep: 0.0%; GLA spleen mod: 17.2%; TexasRed fluor: 0.1%

How did Cc1ccc(C(=O)NNC(=O)CSc2nnc3c(n2)[nH]c2ccc(F)cc23)cc1 do in these assays?
TRb-SRC2 inh: -4.1%; NPSR antagonist: -11.8%[46.1 µM]; Tau FP inhib: inconclusive; Tau fluor cs: 0.3%; CBFb-RUNX1 inh: 7.9%; Epigenetic derep: 0.9%; GLA spleen mod: 0.2%; TexasRed fluor: -4.0%

Results for COc1ccc(-c2nnc3ccc(SCC(=O)Nc4cc(C)on4)nn23)cc1 ?
TRb-SRC2 inh: -3.1%; NPSR antagonist: -9.4%; Tau FP inhib: -1.9%; Tau fluor cs: 8.2%; CBFb-RUNX1 inh: -4.0%; Epigenetic derep: -0.6%; GLA spleen mod: -0.7%; TexasRed fluor: -1.1%

Results for Cc1ccc(C)c(N2CCN(C3(c4ccccc4)C(=O)c4ccccc4C3=O)CC2)c1 ?
TRb-SRC2 inh: -0.6%; Tau FP inhib: -12.4%; Tau fluor cs: -15.2%; Epigenetic derep: 4.1%; TexasRed fluor: -0.7%

Results for Nc1ccc(NC(=O)c2cccs2)c(Cl)c1 ?
TRb-SRC2 inh: 3.6%; NPSR antagonist: 1.8%[46.1 µM]; Tau FP inhib: 0.2%; Tau fluor cs: 0.4%; CBFb-RUNX1 inh: 3.8%; Epigenetic derep: 0.0%; GLA spleen mod: -2.0%; TexasRed fluor: -2.5%

Results for CCn1ncc(/C=C/C(=O)C2CC2)c1C ?
TRb-SRC2 inh: -5.8%; NPSR antagonist: 12.5%; Tau FP inhib: -2.7%; Tau fluor cs: -0.1%; CBFb-RUNX1 inh: 2.3%; Epigenetic derep: -3.8%; GLA spleen mod: 1.9%; TexasRed fluor: -0.9%

Results for Fc1ccc(-c2nnc(Cc3nnc(-c4ccc(F)cc4)o3)o2)cc1 ?
TRb-SRC2 inh: -0.9%; NPSR antagonist: -5.2%[46.1 µM]; Tau FP inhib: -0.1%; Tau fluor cs: -3.5%; CBFb-RUNX1 inh: 0.6%; Epigenetic derep: -0.2%; GLA spleen mod: 3.7%; TexasRed fluor: -4.1%

How did Cc1ccc(NC(=O)OCCNC(=O)c2ccncc2)cc1 do in these assays?
TRb-SRC2 inh: -3.4%; NPSR antagonist: 13.2%; Tau FP inhib: 2.2%; Tau fluor cs: -4.9%; CBFb-RUNX1 inh: 3.9%; Epigenetic derep: 1.1%; GLA spleen mod: -0.6%; TexasRed fluor: -4.7%

What do the screens show for `NC(=O)CC(NC(=O)c1ccccc1)c1ccc(NCCOc2ccccc2)c([N+](=O)[O-])c1` (stereo not given)?
TRb-SRC2 inh: 7.5%; NPSR antagonist: -5.3%; Tau FP inhib: 5.5%; Tau fluor cs: -15.0%; CBFb-RUNX1 inh: -17.8%; Epigenetic derep: 0.6%; GLA spleen mod: -4.7%; TexasRed fluor: -1.4%

Results for CCOC(=O)CCSc1nc(C)c2cc(C)ccc2n1 ?
TRb-SRC2 inh: 4.6%; NPSR antagonist: -7.0%[46.1 µM]; Tau FP inhib: 3.8%; Tau fluor cs: -15.3%; CBFb-RUNX1 inh: 18.1%; Epigenetic derep: 0.8%; GLA spleen mod: inconclusive; TexasRed fluor: -5.9%

Results for CCCC(=O)Nc1nn(C)c2nc3c(C)cccc3cc12 ?
TRb-SRC2 inh: -1.6%; NPSR antagonist: -27.9%[46.1 µM]; Tau FP inhib: 3.8%; Tau fluor cs: -5.4%; CBFb-RUNX1 inh: 1.4%; Epigenetic derep: -4.9%; GLA spleen mod: 2.9%; TexasRed fluor: -0.5%

Results for CSc1nc2ccc(NC(=O)c3c(-c4ccccc4)noc3C)cc2s1 ?
TRb-SRC2 inh: 2.4%; NPSR antagonist: -16.6%; Tau FP inhib: -0.9%; Tau fluor cs: -21.3%; CBFb-RUNX1 inh: 8.1%; Epigenetic derep: 1.0%; GLA spleen mod: 4.6%; TexasRed fluor: 1.3%

Results for CC(C)COc1ccc(-c2nnn(CC(=O)N3CCCC3)n2)cc1 ?
TRb-SRC2 inh: -12.5%; NPSR antagonist: -9.1%[46.1 µM]; Tau FP inhib: 0.8%; Tau fluor cs: -0.4%; CBFb-RUNX1 inh: 12.1%; Epigenetic derep: -0.8%; GLA spleen mod: 5.9%; TexasRed fluor: -2.1%

How did Cc1ccc(C(=O)NC2(C(F)(F)F)N=C(c3ccccc3)N(Cc3ccccc3)C2=O)cc1 (stereo not given) do in these assays?
TRb-SRC2 inh: 4.2%; Tau FP inhib: -6.2%; Tau fluor cs: -21.6%; Epigenetic derep: -1.1%; TexasRed fluor: 1.5%

Results for Cc1nn2c(NCCCN(C)C)c3c(nc2c1-c1ccccc1)CCCC3 ?
TRb-SRC2 inh: 0.1%; NPSR antagonist: inconclusive; Tau FP inhib: inconclusive; Tau fluor cs: -25.9%; CBFb-RUNX1 inh: -4.0%; Epigenetic derep: 0.0%; GLA spleen mod: 2.7%; TexasRed fluor: -1.2%

Results for COc1ccc(F)cc1C(=O)C1CCCN(C(=O)c2cccc(N(C)C)c2)C1 (stereo not given) ?
TRb-SRC2 inh: 1.5%; NPSR antagonist: 40.4%; Tau FP inhib: 0.8%; Tau fluor cs: 1.8%; CBFb-RUNX1 inh: -11.9%; Epigenetic derep: -0.2%; GLA spleen mod: 11.0%; TexasRed fluor: 1.3%

How did Cc1cccc(C)c1NC(=O)C(NC(=O)CN1C(=O)c2ccccc2C1=O)c1ccccc1 (stereo not given) do in these assays?
TRb-SRC2 inh: -0.8%; NPSR antagonist: 22.2%; Tau FP inhib: -12.8%; Tau fluor cs: 3.5%; CBFb-RUNX1 inh: -4.3%; Epigenetic derep: -2.0%; GLA spleen mod: -9.9%; TexasRed fluor: inconclusive

What do the screens show for `NC(=O)CC[C@@H]1NC(=O)[C@@H]2CCCN2C(=O)c2cc([N+](=O)[O-])cc(I)c2NCCC[C@@H](C(=O)NC(CC(=O)O)C(N)=O)NC1=O` (stereo not given in full)?
TRb-SRC2 inh: 0.3%; NPSR antagonist: 12.0%; Tau FP inhib: 6.4%; Tau fluor cs: -3.0%; CBFb-RUNX1 inh: 2.4%[2.36 µM]; Epigenetic derep: -0.9%; GLA spleen mod: -4.2%; TexasRed fluor: 0.0%

What do the screens show for `CCOc1cc(CNC(=O)c2cc(-c3ccc(Cl)s3)nc3ccccc23)ccc1OC`?
TRb-SRC2 inh: -2.6%; Tau FP inhib: -11.3%; Tau fluor cs: -23.4%; Epigenetic derep: -0.9%; TexasRed fluor: 2.4%

What do the screens show for `CC1CCCCC1NC(=O)c1nnc(Cc2ccc(Cl)cc2)o1` (stereo not given)?
TRb-SRC2 inh: -7.4%; NPSR antagonist: -1.1%; Tau FP inhib: -10.4%; Tau fluor cs: -13.7%; CBFb-RUNX1 inh: -1.4%[2.36 µM]; Epigenetic derep: 4.0%; GLA spleen mod: -12.4%; TexasRed fluor: -0.8%

How did COc1ccc(/C=N/O)cc1COc1ccc(NC(C)=O)cc1 do in these assays?
TRb-SRC2 inh: -5.5%; NPSR antagonist: -12.8%[46.1 µM]; Tau FP inhib: inconclusive; Tau fluor cs: -6.1%; CBFb-RUNX1 inh: -1.7%; Epigenetic derep: 3.0%; GLA spleen mod: 8.7%; TexasRed fluor: 1.0%

What do the screens show for `NC(=O)c1ccccc1NC(=O)/C=C/c1ccccc1`?
TRb-SRC2 inh: -6.5%; NPSR antagonist: 7.8%; Tau FP inhib: -5.6%; Tau fluor cs: -8.5%; CBFb-RUNX1 inh: 4.5%; Epigenetic derep: 0.9%; GLA spleen mod: 8.8%; TexasRed fluor: 2.1%

What do the screens show for `Cn1c(SCC(=O)NCC2CCCO2)nnc1-c1c[nH]c2ccccc12` (stereo not given)?
TRb-SRC2 inh: 2.0%; NPSR antagonist: -1.3%[46.1 µM]; Tau FP inhib: -6.0%; Tau fluor cs: -2.6%; CBFb-RUNX1 inh: 1.8%; Epigenetic derep: -0.8%; GLA spleen mod: -3.8%; TexasRed fluor: 0.2%

What do the screens show for `O=C(O)c1ccccc1N1C(=O)C2C3CCC(C3)C2C1=O` (stereo not given)?
TRb-SRC2 inh: 4.3%; NPSR antagonist: 24.1%; Tau FP inhib: 1.7%; Tau fluor cs: 8.8%; CBFb-RUNX1 inh: 0.6%; Epigenetic derep: -1.1%; GLA spleen mod: -7.6%; TexasRed fluor: -2.4%

Results for COc1ccccc1/C=N/NC(=Nc1ccc(C)cc1)c1nc2ccccc2s1 ?
TRb-SRC2 inh: -14.5%; NPSR antagonist: -25.1%[46.1 µM]; Tau FP inhib: -3.0%; Tau fluor cs: -1.8%; CBFb-RUNX1 inh: 5.2%; Epigenetic derep: -1.1%; GLA spleen mod: 5.2%; TexasRed fluor: 2.4%
